Bioassay records (PubChem BioAssay)
PI5P4K alpha inh = PI5P4K alpha (human) kinase inhibition | P48426 | 330,000 compounds, 1.2% hits | PI5P4Kalpha enzyme, ADP-Glo luminescence, 60 min; active compounds read low | max response, % | AID 652105; active = max response of -50% or lower; inconclusive = between -30% and -50%; inactive = -30% or higher; also: value at the top dose of about 77 µM; % is scaled to controls: 0 for no effect and ±100 for the full control effect
Target sequence (P48426 whole entry, looked up): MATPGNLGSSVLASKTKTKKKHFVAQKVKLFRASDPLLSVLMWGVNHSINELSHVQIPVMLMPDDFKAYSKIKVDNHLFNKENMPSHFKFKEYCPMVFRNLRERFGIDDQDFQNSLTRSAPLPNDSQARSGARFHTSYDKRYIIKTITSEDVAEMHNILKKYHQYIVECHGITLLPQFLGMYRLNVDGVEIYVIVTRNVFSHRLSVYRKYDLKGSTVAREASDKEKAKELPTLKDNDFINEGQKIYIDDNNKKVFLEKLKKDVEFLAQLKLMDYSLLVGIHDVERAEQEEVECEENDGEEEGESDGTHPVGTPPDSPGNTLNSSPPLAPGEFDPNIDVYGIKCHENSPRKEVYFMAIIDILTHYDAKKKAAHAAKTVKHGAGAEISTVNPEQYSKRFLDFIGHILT
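Single end-point luminescence (ADP-Glo) quantified ADP from PI5P4Kalpha turnover; ATP 5 microM final, 1 h at RT, 0.1% CHAPS and 0.28 mM EGTA in HEPES pH 7.4.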
IL-2 act = activators of IL-2. 360,000 compounds, 0.065% hits. IL-2 activation reporter assay, cell-based qHTS; stimulated with anti-CD3/CD4/CD28 beads; in transgenic mouse T cells. activation, % (series mostly up to about 46 µM). AID 652025; in the data active = activation above about 50%; inconclusive = mostly about 30% to 49%; also: 0% is about no effect
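Using fluorescent plate cytometry, EGFP and DsRed are detected in transgenic mouse T cells stimulated 18 h at 37 degrees C with antibody-coated beads after 60 min compound pretreatment.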
HEK293 tox = cytotoxicity counter-screen for GLP-1 receptor inverse agonists; 410,000 compounds, 0.13% hits; HEK293 cAMP-luciferase reporter cells, luminescence, 24 h; Potency, µM (top dose mostly 38.3 µM), for inactives: at the highest dose activity change, negative = inhibition, usual class: inhibitors;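 also: loss of luciferase light is scored as toxicity; potency is read from the fitted curve at half-maximal effect; % is scaled to controls: 0 for no effect and ±100 for the full control effect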
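A 23 nL compound transfer followed 12 hours of cell culture at 37 deg C; exposure then lasted 24 hr. Luciferase assay detection reagent was dispensed and plates read for luminescence after a 12 min room-temperature wait.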
GLP-1R inv ag = inverse agonists of human GLP-1 receptor; HEK293 GLP-1R CRE-luciferase, luminescence, 24 h; GLP-1R form is constitutively active; AID 624417; 410,000 compounds, 1.6% hits; Potency, µM (highest dose often 38.3 µM), inactives show at the highest dose activity change, negative = inhibition, actives largely listed as inhibitors; P43220; also: potency is read from the fitted curve at half-maximal effect; % is scaled to controls: 0 for no effect and ±100 for the full control effect; nearly all actives have a fitted effect of over 55% in size
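Readout was luciferase luminescence, measured 12 min after detection reagent at room temperature. Beforehand, GLP-1R reporter HEK293 cells had sat 12 h, then received compounds for 24 hr at 37 deg C.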
GLP1R ag = agonists of human GLP-1 receptor | Potency, µM (series often up to 45.6 µM), inactives show top-dose activation, most hits filed as activators | AID 624172 | P43220 | 380,000 compounds, 0.007% hits | HEK293 GLP-1R CRE-luciferase, luminescence, 4-6 h; cells express a hypersensitive GLP-1R form; also: potency is read from the fitted curve at half-maximal effect; % of control where 0% means no effect
PTHR1 ag = PTHR1 (human) receptor agonism | HEK293 GP2 PTHR1 cells, GloSensor cAMP luminescence, 1 h | Q03431 | 410,000 compounds, 0.075% hits | Potency, µM (titrated, usually from 115 µM), for the others: top-dose activation, actives largely listed as activators; also: potency is read from the fitted curve at half-maximal effect; nearly all actives have a fitted effect of over 55% in size; some results filed as inactive show a strong effect at the top dose; inactives centre near -15; many of its hits are not listed in these tables
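HEK-293-derived GP2 cells expressing PTHR1 and a GloSensor cAMP reporter, 3,000/well, plated overnight, given luciferin plus IBMX (each 0.5 mM as added) for 1 h at 37 °C, then compound for 1 h at 37 °C. Luminescence was read after 15 min at room temperature.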
PLK1 PBD inh = inhibitors of human PLK1 polo-box domain binding; P53350; Plk1 PBD binding of FITC phosphopeptide, fluorescence polarization; Potency, µM, for the others: max response, negative = inhibition, usual class: inhibitors; 360,000 compounds, 2.8% hits; also: potency is read from the fitted curve at half-maximal effect; series mostly up to about 57 µM; % is scaled to controls: 0 for no effect and ±100 for the full control effect; nearly all actives have a fitted effect of over 65% in size
Target sequence (P53350 whole entry, looked up, the tested form may be a part): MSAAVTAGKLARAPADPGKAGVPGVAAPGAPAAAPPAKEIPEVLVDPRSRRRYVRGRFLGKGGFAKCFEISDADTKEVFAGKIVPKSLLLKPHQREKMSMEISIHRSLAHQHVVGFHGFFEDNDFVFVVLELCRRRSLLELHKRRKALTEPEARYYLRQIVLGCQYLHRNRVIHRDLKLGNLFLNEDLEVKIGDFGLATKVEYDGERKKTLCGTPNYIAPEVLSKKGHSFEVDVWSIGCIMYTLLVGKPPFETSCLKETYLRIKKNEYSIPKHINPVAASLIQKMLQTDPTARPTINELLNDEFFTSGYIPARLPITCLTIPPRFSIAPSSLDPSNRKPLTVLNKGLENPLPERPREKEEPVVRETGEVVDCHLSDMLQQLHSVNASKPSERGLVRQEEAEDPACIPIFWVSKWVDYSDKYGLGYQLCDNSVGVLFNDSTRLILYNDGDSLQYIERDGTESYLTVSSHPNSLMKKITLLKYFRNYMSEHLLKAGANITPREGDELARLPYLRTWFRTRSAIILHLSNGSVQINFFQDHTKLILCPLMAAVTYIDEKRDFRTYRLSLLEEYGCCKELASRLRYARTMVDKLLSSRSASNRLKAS
EPAC1 agonist = activates human EPAC1 exchange factor | Potency, µM (top dose mostly 154 µM), inactives show at the highest dose activation, actives largely listed as activators | 360,000 compounds, 0.073% hits | EPAC1 agonist qHTS, biochemical assay; response scale: 100% = response to 6.5 mM cAMP; also: potency is read from the fitted curve at half-maximal effect; nearly all actives have a fitted effect of over 60% in size
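Multi-concentration qHTS readout: loss of Rap1B-bound BODIPY-GDP fluorescence driven by 100 nM EPAC1 with excess GDP (50 uM), monitored kinetically at room temperature; agonist response expressed relative to 6.5 mM cAMP.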
EPAC1 antagonist = EPAC1 (human) antagonism | EPAC1 GEF assay, Rap1b-BODIPY-GDP exchange fluorescence | 360,000 compounds, 0.14% hits | O95398 | AID 720709 | Potency, µM (series often up to 115 µM), without a hit: at the top dose activity change, negative = inhibition, hits mostly inhibitors;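 also: potency is read from the fitted curve at half-maximal effect; plate controls were vehicle for no effect and positive control for full effect; nearly all actives have a fitted effect of over 50% in size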
The depositor's hits bear a star; i = inactive; ? = inconclusive; nt = no result given; [ ] = dose if it differs, or a comment. Unless noted, calls follow the shape of the dose curve; as a rule, active = well fitted curve in the direction sought with a large enough effect; inconclusive = small, poorly fitted or top-dose-only effect, or another doubt; inactive = no such curve, though single readings can be large; an effect the other way counts as inactive or inconclusive.

nr	structure	PI5P4K alpha inh	IL-2 act	HEK293 tox	GLP-1R inv ag	GLP1R ag	PTHR1 ag	PLK1 PBD inh	EPAC1 agonist	EPAC1 antagonist
1	CCCCOC(=O)c1ccc(NC(=O)C(=O)NCc2ccco2)cc1	-2	2.9	13%	12%	2%	i	-8%	11%	2%
2	CC(=O)NC(=S)Nc1ccc(NC(=O)COc2ccc(Cl)cc2Cl)cc1	-1	0.8	?	?	-7%	-9%[57.5 µM]	-5%	0%	-15%
3	CC(C)C(NC(=O)c1ccco1)C(=O)NC1CCCCCC1 (stereo not given)	1	-3.1	-3%	-1%	-5%	i	-3%	-21%	10%
4	CN(CC(=O)O/N=C(\N)c1cccc([N+](=O)[O-])c1)S(=O)(=O)c1ccccc1	nt	-3.9	2%	-1%	6%	-11%	-11%	9%	-3%
5	COc1cccc(CN2CCNC(=O)C2CC(=O)N(C)CCC2CCOCC2)c1OC (stereo not given)	0	-3.2	14%	7%	26%	-18%	-2%	4%	5%
6	O=C(N/N=C/c1cccc([N+](=O)[O-])c1O)c1cccs1	-51*	-0.9	?	?	-3%	-19%	-1%	-6%	-6%
7	COc1ccc(CN2C(=O)C(C)S/C2=N/N=C/c2ccco2)cc1 (stereo not given)	-12	0.0	21%	?	7%	-50%[inhibitor]	-18%	1%	-20%
8	FC(F)(F)c1cnc(-n2cc[nH]c2=S)c(Cl)c1	-10	-0.3	-20%	2%	-12%	23%	-14%	6%	-6%
9	Cc1ccc(NC(=S)NCCc2ccccc2)nc1	?	-0.8	?	?	?	-71%[inhibitor]	-2%	-10%	-4%
10	Cc1cc(C)c2c(c1)OC(=O)CC2c1ccccc1C (stereo not given)	?	0.9	-6%	?	-1%	i	27µM*	-7%	-14%
11	c1cncc(-c2ccc3ncnc(NCc4cccs4)c3c2)c1	nt	-3.4	nt	nt	7%	-5%	nt	-11%	-18%
12	O=C(CN1CCc2ccccc2C1)Nc1ccc(F)cc1	-4	1.9	-10%	-25%	-2%	-24%	4%	-5%	-8%
13	O=C1CSC(=S)N1N=Cc1c(F)cccc1Cl	?	0.7	-3%	11%	-4%	i	?	5%	5%
14	COc1cc2c(cc1NC(=O)CSCC(=O)O)oc1ccccc12	-6	-4.5	-15%	-27%	-5%	-8%	-11%	-5%	13%
15	CCCCc1ccc(NC(=O)C2CCN(S(C)(=O)=O)CC2)cc1	nt	-1.9	-5%	-5%	2%	i	-4%	1%	5%
16	CC(C)(C)c1nc(SCC(=O)Nc2ccc(N3CCOCC3)cc2)c2ccccc2n1	4	2.2	-24%	-9%	0%	-41%[inhibitor]	-2%	-10%	0%
17	Cc1ccc(-c2ccc(/C=C3\C(=O)ON=C3c3ccccc3)o2)c([N+](=O)[O-])c1	nt	-1.9	4%	0%	-8%	-52%[inhibitor][57.5 µM]	1.7µM*	5%	-29%
18	CC(=O)c1sc2c(c1OC(=O)c1ccc(Cl)cc1)c(=O)n(-c1ccccc1)c(=S)n2-c1ccccc1	11	0.4	-18%	-3%	0%	i	3%	-1%	2%
19	CC(=O)N1c2ccc(S(=O)(=O)N(C)CC(=O)NC(C)c3ccccc3)cc2CC1C (stereo not given)	-4	-3.4	-7%	4%	6%	i	-15%	3%	7%
20	Cc1ccccc1OCC(=O)NC(=S)Nc1ccc(N2CCCC2)cc1	6	1.6	-5%	2%	7%	-15%	-16%	2%	-2%
21	CCN(CC)C1=CC(=O)OC12CCCCC2	?	0.1	6%	24%	-9%	i	11µM*	-5%	23%
22	CCOc1ccc(NC(=O)NC(=O)N(C(C)C)S(C)(=O)=O)cc1	-4	-0.6	-7%	-1%	3%	i	-1%	-9%	-7%
23	Cc1cccc(-c2cc3nc4c(c(N5CCCC(O)C5)n3n2)CCC4)c1 (stereo not given)	nt	-2.6	11%	1%	25%	i	-5%	12%	-7%
24	CC1C2CC(C(S(=O)(=O)N3CCOCC3)C2=O)C1(C)C (stereo not given)	2	-3.5	-8%	6%	5%	-33%[inhibitor]	1%	0%	-8%
25	O=C(Cn1cnc2c(OCc3ccccc3)ncnc21)NCCCN1CCCC1=O	4	0.2	1%	18%	9%	i	-3%	5%	?
26	CN1CCc2nc(SCCOc3ccccc3)c(C#N)cc2C1	nt	-1.8	1%	12%	1%	-8%[57.5 µM]	-10%	6%	-1%
27	CCOC(=O)[C@]12CCC=C1N(Cc1ccc(Cl)cc1Cl)C(=O)[C@H](CC(=O)NCc1cccc(C(F)(F)F)c1)C2	22	-0.8	-4%	11µM*	-1%	-23%	-1%	-17%	-19%
28	O=C(CN1C(=O)NC2(CCCCCCC2)C1=O)Nc1cccc(Br)c1	-1	0.5	?	?	0%	i	-6%	1%	-14%
29	Cc1cccc(OC(C)C(=O)Nc2ccccc2C(=O)N2CCCCC2)c1 (stereo not given)	2	-4.4	235%[activator]	-11%	11%	i	-13%	-8%	-16%
30	CN(C)CC1CCC/C(=C\c2ccc(OC(=O)c3ccc(Cl)cc3)cc2)C1=O (stereo not given)	-6	-7.1	?	?	-37%[inhibitor]	i	?	5%	15%
31	O=S1(=O)C=CC(c2ccccc2)C1 (stereo not given)	-5	-0.7	-1%	3%	1%	-13%	3%	-2%	18%
32	CCOC(=O)N1CCN(CCC(=O)Nc2cc(OC)cc(OC)c2)CC1	10	0.7	23%	-16%	3%	i	-8%	-4%	-3%
33	O=C(Nc1ccccc1)C1Cc2c(-c3ccco3)ccnc2O1 (stereo not given)	-1	-0.8	1%	13%	16%	-1%	1%	-2%	-8%
34	O=C(CNC(=S)N(Cc1ccccc1)Cc1cccnc1)N1CCOCC1	-3	0.1	9%[0.307 µM]	-10%[0.307 µM]	1%	i	-7%	5%	?
35	COc1ccc(C(=O)C2CCCN(C(=O)COc3ccc(C(C)=O)cc3)C2)cc1F (stereo not given)	3	0.6	-1%[7.66 µM]	9%[7.66 µM]	2%	-50%[inhibitor]	6%	-11%	-14%
36	COc1cc(/C=C(\C#N)C(=O)c2c[nH]c3ccccc23)cc(OC)c1O	-75*	4.5	-7%	20%	6%	i	47%[activator]	-1%	-21%
37	COc1ccc(/C=C(/C(=O)Nc2ccccc2C(=O)NC(C)C)c2ccccc2)cc1	nt	-1.7	-13%	?	11%	i	-2%	19%	-2%
38	Cc1ccccc1OCc1nc(-c2ccccc2)no1	16	-1.4	17%	?	-1%	-19%	0%	11%	-7%
39	Cc1ccc(OCCCC(=O)NC2CCCCC2)cc1	0	-0.6	-4%	-18%	0%	i	-9%	-8%	-8%
40	S=c1[nH]cc(-c2ccccc2)n1-c1ccccc1Cl	-1	-0.5	-10%	-21%	-2%	i	-9%	-3%	2%
41	CNc1nc(N)c([N+](=O)[O-])c(NCC2CCCO2)n1 (stereo not given)	-6	-0.7	22%	96%[activator]	0%	-21%	0%	-10%	-3%
42	COc1ccc(CC(=O)Nc2ccc(/C(C)=N/NC(=O)c3cccc([N+](=O)[O-])c3)cc2)cc1	-1	-0.7	-2%	10%	1%	i	-2%	3%	-5%
43	O=C(Nc1ccccc1N1CCOCC1)C1=NN(c2ccccc2)C(=O)CC1	-1	0.0	9%	11%	8%	-63%[inhibitor]	-11%	-4%	-11%
44	COc1ccc(C2=NOC(Cn3c(Cc4ccc(Cl)cc4)nc4c3c(=O)n(C)c(=O)n4C)C2)cc1 (stereo not given)	4	-0.5	0%	-9%	0%	-8%[57.5 µM]	-4%	5%	0%
45	Cc1cc(CNC(=O)COc2cc(F)ccc2[N+](=O)[O-])c2ccccc2n1	4	-2.1	-18%	1%	13%	-59%[inhibitor]	0%	3%	-12%
46	CC(=O)Nc1cccc(-c2ccnc3c2CC(C)(C(=O)Nc2ccc(Cl)c(C(F)(F)F)c2)O3)c1 (stereo not given)	-1	-1.0	-19%	?	-6%	-93%[inhibitor]	3%	-11%	-21%
47	COc1nc(Nc2ccc(C(C)=O)cc2)nc(OC)n1	nt	-0.7	5%	74%[activator]	10%	6%[57.5 µM]	-6%	10%	-7%
48	Cc1cc(/C=C(\C#N)C(=O)O)c(C)n1-c1ccc(Br)cc1	-18	-0.2	-11%	?	-1%	-18%	34µM*	-10%	-4%
49	O=C(Nc1ccccn1)c1ccc2c(c1)OCO2	-3	-1.7	-12%	0%	2%	-18%	2%	1%	-2%
50	FC(F)C(F)(F)Oc1cccc(-c2n[nH]c(=S)n2Cc2ccccc2)c1	-4	-0.5	-1%	?	9%	-7%	-16%	1%	-17%
51	CC(=O)NCCNc1nc2c(-c3cccc(C)c3)nnn2c2ccccc12	6	-0.5	19%	28%	2%	i	-1%	-4%	-6%
52	O=C(NNC(=O)C1CCN(c2ncccn2)CC1)c1ccccc1	0	0.1	5%	13%	-2%	i	-20%	3%	-3%
53	O=C(Cc1ccc(-n2c(=O)c3sccc3n(CC(=O)Nc3ccccc3)c2=O)cc1)NCc1ccco1	-6	0.0	1%	-9%	17%	i	-2%	-2%	-4%
54	CCOC(=O)c1oc2ccccc2c1NC(=O)C1CCCCC1	nt	-3.8	-9%	6%	-2%	-22%	-5%	4%	19%
55	COCCNc1nc(Oc2ccccc2)c2sccc2n1	2	-0.4	0%	5%	-2%	2%	-2%	-13%	-7%
56	CCOc1ccc(S(=O)(=O)Nc2ccccc2C(=O)NCC2CCCO2)cc1 (stereo not given)	nt	-3.5	1%	-7%	3%	-8%[57.5 µM]	-3%	9%	-1%
57	Cc1c(OC(C)C(=O)NCCCN2CCOCC2)ccc2c3c(c(=O)oc12)CCCC3 (stereo not given)	-3	-4.4	3%	90%[activator]	16%	-23%	-8%	-1%	8%
58	N/C(=N\OC(=O)CCC1CCCCC1)c1ccc([N+](=O)[O-])cc1	0	0.3	8%	18%	1%	-28%	-9%	-25%	-23%

The list is partial; rates above refer to the full screens.
